pCIP destab: p/CIP-EGFP fusion destabilizers, primary screen, fluorescence, F442A cells. Q05BA5. 16 h. decrease of EGFP signal, % at 10 µM. hit rate 0.01% among 290,000. AID 1984, 2009;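 active = EGFP signal decrease of at least 30% at 10 µM or well 3 SD below plate mean, unless failing retest; inactive = the rest, including hits failing retest or dose response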; note: some compounds called inactive have numbers as strong as hits; many of its hits are not listed in these tables
Target sequence (Q05BA5 1-1403): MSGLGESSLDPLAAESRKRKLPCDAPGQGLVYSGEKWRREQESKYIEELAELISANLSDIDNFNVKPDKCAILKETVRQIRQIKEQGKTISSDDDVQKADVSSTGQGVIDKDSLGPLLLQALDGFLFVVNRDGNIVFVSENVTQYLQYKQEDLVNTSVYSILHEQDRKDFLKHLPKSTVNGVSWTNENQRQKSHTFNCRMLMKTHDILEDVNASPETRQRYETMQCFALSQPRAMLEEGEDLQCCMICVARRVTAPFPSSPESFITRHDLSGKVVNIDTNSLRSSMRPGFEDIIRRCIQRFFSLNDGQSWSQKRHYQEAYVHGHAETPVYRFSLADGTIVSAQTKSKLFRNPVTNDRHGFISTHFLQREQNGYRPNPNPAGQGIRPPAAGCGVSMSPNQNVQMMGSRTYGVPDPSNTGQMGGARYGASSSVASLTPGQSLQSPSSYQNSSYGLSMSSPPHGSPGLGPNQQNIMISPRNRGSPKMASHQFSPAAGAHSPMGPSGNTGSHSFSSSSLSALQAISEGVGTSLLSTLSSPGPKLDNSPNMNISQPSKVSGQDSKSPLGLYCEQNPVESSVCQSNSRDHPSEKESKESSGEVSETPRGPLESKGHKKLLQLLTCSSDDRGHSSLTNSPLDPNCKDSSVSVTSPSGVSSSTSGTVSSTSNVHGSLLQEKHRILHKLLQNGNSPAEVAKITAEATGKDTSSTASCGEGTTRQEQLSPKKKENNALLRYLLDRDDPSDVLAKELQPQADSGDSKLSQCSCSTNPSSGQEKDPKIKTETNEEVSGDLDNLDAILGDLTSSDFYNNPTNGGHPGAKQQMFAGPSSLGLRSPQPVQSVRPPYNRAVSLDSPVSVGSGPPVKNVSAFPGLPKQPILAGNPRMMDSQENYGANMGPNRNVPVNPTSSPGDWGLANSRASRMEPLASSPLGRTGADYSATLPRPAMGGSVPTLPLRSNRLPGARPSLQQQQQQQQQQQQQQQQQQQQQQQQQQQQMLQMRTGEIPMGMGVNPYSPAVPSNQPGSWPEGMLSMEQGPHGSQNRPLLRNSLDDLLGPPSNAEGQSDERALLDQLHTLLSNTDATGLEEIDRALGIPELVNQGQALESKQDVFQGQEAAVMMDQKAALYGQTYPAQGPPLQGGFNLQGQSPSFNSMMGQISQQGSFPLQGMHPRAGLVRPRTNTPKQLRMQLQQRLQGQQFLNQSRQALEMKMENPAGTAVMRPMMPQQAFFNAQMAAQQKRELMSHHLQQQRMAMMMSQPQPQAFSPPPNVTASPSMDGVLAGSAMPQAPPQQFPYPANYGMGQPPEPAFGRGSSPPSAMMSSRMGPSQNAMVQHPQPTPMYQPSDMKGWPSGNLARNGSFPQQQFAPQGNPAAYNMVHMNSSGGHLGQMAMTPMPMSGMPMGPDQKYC
MEKK2mut PB1 HTS: MEK5 binding signal on mutant MEKK2 PB1, primary screen, biochemical, multiplex bead flow cytometry, Alexa488-MEK5. Alexa488-MEK5 binding to MEKK2 mutant. percent response, % at 10 µM. hit rate 0.35% among 290,000. AID 1530, 2009; in the data active = percent response above about 24%, passing the limit was not always enough; note: inactives centre near 1; some results filed as inactive read as strong as hits; reference of the scale not given here
IDE cell activ: human IDE activators in live cells, primary screen, fluorescence polarization, HEK cells, FAbeta-B substrate | hit rate 0.073% among 340,000 | activation, % at 5.96 µM | FAbeta-B cleavage; 0% vehicle, 100% cell-free pure enzyme wells | AID 493087, 2011 | Insulin-degrading enzyme (Homo sapiens), P14735;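 active = activation above the mean of all tested compounds plus 3 SD, set per screening campaign, cut at about 17% in these data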
IDE cell inh: human IDE inhibitors in live cells, primary screen, fluorescence polarization, HEK cells, FAbetaB substrate; Insulin-degrading enzyme (Homo sapiens), P14735; FAbetaB cleavage; inhibition, % at 5.59 µM; hit rate 0.41% among 320,000;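 active = percent inhibition above the average of all tested compounds plus 3 SD, set per screening campaign, cut at about 16% in these data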;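 note: IDE supplied by intact live HEK cells; FP after avidin binding of uncleaved biotin substrate so inhibition keeps polarization high; 0% = DMSO wells and 100% = 60 µM reference IDE inhibitor Ii1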
MEKK3 PB1 HTS: modulators of MEKK3-MEK5 PB1 binding, primary screen, biochemical, wildtype MEKK3, multiplex bead flow cytometry, Alexa488-MEK5; binding response (% of control), % at 10 µM; hit rate 1.4% among 290,000; AID 1529, 2009; bead-based flow cytometry, Alexa488-MEK5 binding to MEKK3; actives lie on both sides; 0 = blocked by unlabeled MEK5, 100 = vehicle;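 active = binding response more than 3 SD above or below the average of its plate-row segment, actives on both sides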;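 note: Alexa488 bead fluorescence after subtracting the streptavidin-only scavenger bead signal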
NALP1 yeast inh: NALP1 inflammasome inhibitors in reconstituted yeast, colorimetric, S. cerevisiae, triplicate retest; hit rate 0.61% among 280,000; inhibition, % at 10 µM; S. cerevisiae NALP1/ASC/caspase-1 growth, X-gal OD620, 72 h; in the data active = inhibition mostly above about 24%, no sharp cut-off; inactive = mostly below about 32%; note: some compounds called inactive have numbers as strong as hits
UBC9 SUMO inh: inhibitors of in vitro SUMOylation cascade, primary screen, biochemical, HTRF, uHTS | hit rate 0.36% among 290,000 | AID 2006, 2009 | HTRF SUMOylation assay, SAE1/SAE2 + UBC9 | inhibition, % at 35 µM; in the data active = inhibition above about 50%, passing the limit was not always enough; note: strong numbers were not always called active
PfM18AAP inh: PfM18AAP inhibitors, malaria aminopeptidase, primary screen, biochemical, QFRET, recombinant enzyme; M18 aspartyl aminopeptidase (Plasmodium falciparum 3D7); H-Glu-NHMec fluorogenic cleavage; inhibition, % at 7.35 µM; hit rate 1.2% among 290,000; AID 1822, 2009;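 active = inhibition above the campaign mean inhibition over all tested compounds plus 3 SD, cut at about 28% in these data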;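 note: 0% = plate median of test compound wells and 100% = 2 mM ZnCl2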
MEKK2wt PB1 HTS: modulators of MEK5 binding to wildtype MEKK2, primary screen, biochemical, multiplex bead flow cytometry, Alexa488-MEK5. hit rate 1.1% among 290,000. binding response (% of control), % at 10 µM. Mitogen-activated protein kinase kinase kinase 2 (Homo sapiens), Q9Y2U5. Alexa488-MEK5 binding to MEKK2 WT; actives lie on both sides. AID 1531, 2009; in the data active = binding response below about 67% or above about 130%
Numbers without * were called inactive; . = no result given. Only part of the results is shown; the hit share may differ from the screen's.

Each structure is followed by: pCIP destab	MEKK2mut PB1 HTS	IDE cell activ	IDE cell inh	MEKK3 PB1 HTS	NALP1 yeast inh	UBC9 SUMO inh	PfM18AAP inh	MEKK2wt PB1 HTS
- O=C(CN1CCc2ccccc21)Nc1ccc2c(c1)OCO2
→ -4	.	10	7	.	9	-14	24	.
- Cc1ccccc1C(=O)Nc1ccc2c(c1)CCCN2C(=O)c1cccs1
→ -10	-2	2	-2	101	9	-11	8	97
- CCCC(=O)OCC(=O)c1[nH]c(C)c(C(C)=O)c1C
→ -5	-2	4	-2	102	9	-1	-9	99
- CCC(C)N1C(=O)c2ccccc2C1C(=O)NC1CCCCCC1 (stereo not drawn)
→ 3	4	6	2	95	15	-12	5	101
- Cc1cc(NC(=O)NC(=O)c2ccccc2)no1
→ -5	7	5	3	105	10	-1	-3	103
- CCc1ccc(NC(=O)CCc2ccc(C)o2)cc1
→ -16	4	-4	0	102	16	5	-12	103
- Cc1c(C(=O)N2CCN(C)CC2)oc2c1C(=O)CC(C)(C)C2
→ 2	0	5	5	99	9	21	3	99
- O=C(COC(=O)c1ccncc1)NC(=O)C1CCCCC1
→ -1	0	2	9	98	-5	-15	-2	98
- COc1ccccc1NC(=O)NC1(C(=O)N2CCC(C)CC2)CCCCC1
→ 6	-2	1	4	102	10	-11	3	99
- COc1ccccc1NC(=O)CSc1nnc(C2CCCCC2)o1
→ -11	-13	1	2	76	-5	20	-12	75
- CCN(CC(=O)NC1CCS(=O)(=O)C1)C(=O)C(c1ccccc1)c1ccccc1 (stereo not drawn)
→ -16	-1	3	3	101	9	18	0	94
- CC(C)c1nnc(NC(=O)C2CCN(C(=O)Nc3ccc(Cl)cc3)CC2)s1
→ -13	0	2	0	99	10	-12	1	103
- CCn1c(SCC(=O)Nc2ccccc2C)nc2nc3c(cc2c1=O)COC(C)(C)C3
→ 3	-2	-1	2	98	16	1	4	96
- Cc1ccc(NC(=O)C(=O)N2CCCC2)cc1Cl
→ -8	3	4	-2	103	35	11	4	102
- CCOc1ccc(Br)cc1/C=N/NC(=O)c1ccncc1
→ 2	-5	-1	2	89	42	-10	6	95
- COC(=O)[C@@]1(Cc2ccc(OC)cc2)[C@@H]2[C@@H](CC(=O)[C@H]2CC(=O)C(=O)N(C)C)CN1C(=O)c1ccccc1
→ 11	2	-2	1	93	26	-18	2	96
- CC1Cc2ccccc2N1C(=S)NC(=O)c1cccc(Br)c1 (stereo not drawn)
→ 0	-5	0	1	90	11	-7	-13	89
- CCCNC(=O)CC(NS(=O)(=O)c1ccc(Cl)cc1)c1ccco1 (stereo not drawn)
→ -15	-1	1	1	100	-5	-13	-5	99
- N=C1C(c2nc3ccccc3c(=O)[nH]2)=C(O)CN1CCO
→ -14	2	-3	10	96	-6	10	16	99
- CN(C)/C=N/C(=S)Nc1ccc(Cl)cc1Cl
→ -10	-2	-4	1	100	10	32	3	99
- COc1cccc(/C(C)=N/NC(=O)c2ccc(N(C)C)cc2)c1
→ 0	.	5	-1	.	5	-8	-35	.
- COc1ccc(-c2c(=O)n(OCc3ccccc3[N+](=O)[O-])c3ccccc3[n+]2[O-])c(OC)c1
→ -1	1	4	-5	102	-1	6	1	101
- CCOC(=O)C(C)Sc1nnc(Cc2cc(=O)[nH]c(=O)[nH]2)n1-c1cccc(OC)c1 (stereo not drawn)
→ -3	3	3	-2	107	-9	4	4	108
- Cc1cccc(Oc2coc3cc(OC(=O)c4cncc(Br)c4)ccc3c2=O)c1
→ -4	0	0	0	124	38	28	-10	102
- O=C1c2oc3ccccc3c(=O)c2C(c2cccc(Br)c2)N1Cc1ccco1 (stereo not drawn)
→ -3	4	-2	-3	107	-5	-1	-10	101
- O=C(NC1CCN(S(=O)(=O)c2ccc(Cl)cc2)CC1)c1cccnc1
→ -5	0	-2	5	101	20	2	1	104
- COc1ccc(CCNC(=O)CCCCCNc2nc(=S)[nH]c3ccccc23)cc1OC
→ -14	-3	-6	4	93	16	4	3	96
- Cc1nn(Cc2ccc(Cl)c(Cl)c2)c(C)c1NC(=O)c1cc(-c2ccco2)on1
→ -20	-5	4	5	88	-6	-4	-4	92
- CC(C)OC(=O)/C(C#N)=C/c1c[nH]c2ccccc12
→ 5	2	-1	6	103	37	-2	-7	98
- Nn1cnnc1N/N=C/c1ccc(Cl)cc1Cl
→ 3	-3	-3	.	100	-3	4	48*	101

The last two compounds of the part before come first, to join the parts.
Each structure is followed by: pCIP destab	MEKK2mut PB1 HTS	IDE cell activ	IDE cell inh	MEKK3 PB1 HTS	NALP1 yeast inh	UBC9 SUMO inh	PfM18AAP inh	MEKK2wt PB1 HTS
- CC(C)OC(=O)/C(C#N)=C/c1c[nH]c2ccccc12
→ 5	2	-1	6	103	37	-2	-7	98
- Nn1cnnc1N/N=C/c1ccc(Cl)cc1Cl
→ 3	-3	-3	.	100	-3	4	48*	101
- CC(C)(C)OC(=O)N1Cc2ccccc2C[C@H]1C(=O)NC1CCCC1
→ -7	4	2	.	106	-37	4	-6	106
- Cc1cc(N2C(=O)C(O)=C(C(=O)c3cccs3)C2c2cccc(Br)c2)no1 (stereo not drawn)
→ -14	-3	2	0	101	2	12	7	104
- Cc1ccc(CN2CCCNC2=O)cc1
→ -5	12	6	-11	101	14	-14	-4	105
- CN1CCN(S(=O)(=O)c2ccc(=O)[nH]c2)CC1
→ -1	-3	2	0	92	16	12	0	100
- COc1cc(C)ccc1Oc1nc(-c2ccccc2O)nc2ccccc12
→ -2	-20	9	-4	84	16	11	-4	81
- CCOc1ccc(N2C(=O)CC(Sc3ccccc3C(=O)O)C2=O)c([N+](=O)[O-])c1 (stereo not drawn)
→ -11	2	-6	-11	102	0	1	-12	100
- Cc1cccc(NC(=O)c2sc(NC(=O)c3ccco3)c(C#N)c2C)c1C
→ -3	8	6	1	112	-3	26	-2	110
- CCCOC(=O)NC(CC)COC(=O)Nc1cc(C)ccc1C (stereo not drawn)
→ 5	4	-1	4	102	-1	-6	0	106
- C(=N\NC(=Nc1ccccc1)c1ccccn1)/c1ccccn1
→ -11	0	3	0	106	15	23	2	108
- CN(/N=C/c1ccncc1)C1=NS(=O)(=O)c2ccccc21
→ -10	-5	0	-7	97	10	21	2	96
- Cc1ccc(/C=N/N2C(=O)C3C(C2=O)C2C=CC3C23CC3)o1 (stereo not drawn)
→ -16	7	-1	1	105	24	6	-2	104
- CCCc1nc2ccccc2c(C(=O)OCC(=O)N2CCc3ccccc32)c1CC
→ -11	3	-1	0	100	2	-8	-4	111
- COc1ccc(NS(=O)(=O)c2cc(NC(=O)c3ccccc3F)ccc2N2CCCC2)cc1
→ 1	-9	5	1	97	8	-3	20	91
- O=C(c1ccccc1[N+](=O)[O-])N1CCCC(C(=O)N2CCCCCC2)C1 (stereo not drawn)
→ -5	7	-2	2	104	0	-2	3	110
- CC(=O)Oc1ccccc1N1C(=O)c2ccc(C(=O)O)cc2C1=O
→ -6	-2	2	1	97	8	12	-9	97
- Cc1sc(NC(=O)/C=C/c2ccc(C(C)C)cc2)c(C#N)c1C
→ 4	-2	-2	4	98	2	16	0	97
- Cc1ccc(CS/C(Nc2ccccc2C)=C(\C#N)C(N)=O)c(C)c1
→ -9	-2	5	3	99	14	-28	-8	100
- Cc1cc(OCc2nnc(SC(C)C(=O)O)n2Cc2ccccc2)ccc1Cl (stereo not drawn)
→ -6	2	.	.	113	2	14	6	97
- NC(N)=NC1=NC(=O)/C(=C/c2ccccc2-n2cccn2)S1
→ 9	-3	-2	2	106	17	11	4	101
- CCOC(=O)Cc1nn(C(C)C)c(=O)c2ccccc12
→ -14	-7	-3	0	100	14	20	-1	88
- CCCN(CCC)C(=O)CC(c1ccc(F)cc1)c1ccco1 (stereo not drawn)
→ 3	4	5	-1	104	-30	13	2	104
- O=C(O)COc1ccccc1/C=N/NC(=O)CN1CCN(S(=O)(=O)c2ccc(Br)cc2)CC1
→ 0	-30	-6	3	76	.	4	-2	78
- Cc1c(Cl)cccc1-n1c(SCC(=O)NCc2ccccc2Cl)nnc1-c1ccncc1
→ -16	3	-5	0	97	-12	-11	-8	102
- CC1CCCCC12NC(=O)N(CC(=O)NC1CCCc3ccccc31)C2=O (stereo not drawn)
→ 3	13	5	5	105	4	-12	-5	98
- CCCc1[nH]nc2c1C1(C(=O)N(C(C)C)c3ccccc31)C(C#N)=C(N)O2 (stereo not drawn)
→ -7	-6	3	-3	89	6	14	11	90
- COCCCNC(=O)c1c[nH]c2ccc(S(=O)(=O)N3CCC(C)CC3)cc2c1=O
→ 2	-5	2	1	93	16	18	-5	89
- CC(=O)N(CCc1cccc(C)c1)Cc1cc2cc(C)ccc2[nH]c1=O
→ 4	1	4	0	103	-12	17	-5	101
- CCC(CC)NC(=O)c1cc2c(C)nn(Cc3ccccc3Cl)c2s1
→ 5	-6	-4	-2	94	19	-13	-16	98
- O=C(c1ccco1)N1CCN(Cc2ccccc2Br)CC1
→ -6	-3	-2	3	96	11	14	-17	96
- CSc1cccc(NC(=O)COc2ccccc2C)c1
→ -2	1	-2	-1	101	-2	-14	-1	103
- O=C(CN1C(=O)C2C3CCC(C3)C2C1=O)N1CCN(Cc2ccccc2)CC1 (stereo not drawn)
→ -4	-2	6	-6	116	2	13	-10	109

Screening data deposited in PubChem by several laboratories.
